MC4R barr agon: agonists of human melanocortin 4 receptor (MC4R) beta-arrestin; P32245; U2OS MC4R beta-arrestin complementation, luminescence; percent of melanotan II response, DMSO zero; actives 0.98% (n = 360,000); activation, % at 8.9 µM;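 active means activation above a per-plate cutoff, the mean activation of sample wells on that plate plus 3 SD, cut at about 8% in these data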
TLR9-MyD88 inh: inhibitors of human TLR9-MyD88 binding; inhibition, % at 4.98 µM; CHO BLA complementation TLR9-MyD88, CCF4 FRET ratio; AID 504734; actives 0.21% (n = 340,000); Q9NR96+Q99836;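 active means inhibition above the mean over all tested compounds plus 3 SD, cut at about 21% in these data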;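 further: 0% = DMSO only wells and 100% = clavulanate BLA inhibitor control wells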
Target sequence (Q99836 whole entry, looked up): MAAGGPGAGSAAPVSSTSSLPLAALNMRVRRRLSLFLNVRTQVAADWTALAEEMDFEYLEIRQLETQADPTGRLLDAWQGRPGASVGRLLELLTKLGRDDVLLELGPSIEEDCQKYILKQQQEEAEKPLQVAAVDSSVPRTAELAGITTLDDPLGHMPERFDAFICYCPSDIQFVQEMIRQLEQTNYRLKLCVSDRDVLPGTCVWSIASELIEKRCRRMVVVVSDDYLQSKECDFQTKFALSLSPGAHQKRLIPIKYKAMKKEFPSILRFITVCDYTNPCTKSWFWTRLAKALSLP
Target sequence (Q9NR96 whole entry, looked up): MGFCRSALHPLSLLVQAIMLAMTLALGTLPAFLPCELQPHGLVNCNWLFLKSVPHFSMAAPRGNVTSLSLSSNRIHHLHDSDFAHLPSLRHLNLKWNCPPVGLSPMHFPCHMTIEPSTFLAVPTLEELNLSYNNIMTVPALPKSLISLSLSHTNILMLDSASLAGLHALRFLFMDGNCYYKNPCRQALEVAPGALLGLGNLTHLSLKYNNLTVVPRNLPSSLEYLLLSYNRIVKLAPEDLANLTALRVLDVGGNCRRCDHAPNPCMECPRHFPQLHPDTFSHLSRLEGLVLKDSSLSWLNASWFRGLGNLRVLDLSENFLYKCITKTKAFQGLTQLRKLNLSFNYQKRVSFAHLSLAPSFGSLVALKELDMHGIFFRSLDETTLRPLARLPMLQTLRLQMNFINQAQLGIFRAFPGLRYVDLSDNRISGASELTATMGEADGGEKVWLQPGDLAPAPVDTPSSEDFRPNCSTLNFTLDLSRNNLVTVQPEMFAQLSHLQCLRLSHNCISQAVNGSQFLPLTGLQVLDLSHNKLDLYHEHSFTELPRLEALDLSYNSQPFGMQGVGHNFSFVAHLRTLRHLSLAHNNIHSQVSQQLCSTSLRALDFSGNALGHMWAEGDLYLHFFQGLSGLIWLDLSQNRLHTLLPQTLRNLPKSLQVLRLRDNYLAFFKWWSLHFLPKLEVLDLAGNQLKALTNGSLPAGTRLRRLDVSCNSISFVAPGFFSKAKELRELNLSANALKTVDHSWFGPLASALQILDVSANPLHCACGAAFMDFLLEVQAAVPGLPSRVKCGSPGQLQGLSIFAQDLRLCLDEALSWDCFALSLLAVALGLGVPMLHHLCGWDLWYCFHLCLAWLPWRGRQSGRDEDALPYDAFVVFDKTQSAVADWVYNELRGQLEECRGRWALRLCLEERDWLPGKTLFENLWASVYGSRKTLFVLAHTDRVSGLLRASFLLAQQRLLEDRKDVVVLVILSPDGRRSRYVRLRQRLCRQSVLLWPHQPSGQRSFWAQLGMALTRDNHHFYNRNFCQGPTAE
HTR2A ag: mouse HTR2A agonism via beta-arrestin recruitment | actives 0.66% (n = 360,000) | AID 624169 | P35363 | activation, % at 7.6 µM | CHO-K1 mHTR2A beta-arrestin complementation, luminescence; percent of 30 µM serotonin response;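 active means activation above a run cutoff, the mean activation of all tested compounds plus 3 SD, cut at about 14% in these data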;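 further: 0% = plate median of compound wells and 100% = 30 µM serotonin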
ABHD5-PLIN5 inh: inhibitors of human ABHD5-perilipin-5 interaction. Split G. princeps luciferase complementation, luminescence, 4 h. actives 0.78% (n = 360,000). Q00G26+Q8WTS1. inhibition, % at 4 µM;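 active means inhibition above the mean inhibition across every tested compound plus 3 SD, cut at about 22% in these data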;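 further: 0% = DMSO only wells and the 100% control is not disclosed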
NOD2 RIPK2 PPI: blocks binding of human NOD2 to RIPK2; AID 624267; actives 0.38% (n = 360,000); inhibition, % at 4.98 µM; CHO BLA complementation NOD2-RIPK2, CCF4 ratio; in the data active means inhibition above about 21%;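 further: 0% = vehicle only and 100% = reference blocker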
MC4R antag cAMP: human MC4R antagonism in cAMP assay. MC4R-expressing cells, MTII-stimulated cAMP, LANCE TR-FRET. AID 540295. actives 0.48% (n = 360,000). inhibition, % at 6.5 µM. P32245;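 active means inhibition above its plate's cutoff, the mean of tested wells on that plate plus 3 SD, cut at about 29% in these data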;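 further: 0% = Melanotan II alone and 100% = Melanotan II plus saturating MCL0020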
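Assay system: human MC4R-expressing U2OS cells; reagent: Melanotan II stimulation of cells; dosing: 6.5 µM single dose; timing: compound 30 min, challenge 1 h, detection 1 h; signal: TR-FRET cAMP assay; replicates: one well per compound, no replicates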
N-glyco inh: blocks N-linked glycosylation in D54 reporter cells; reporter increase, % at 12.5 µM; AID 588692; D54 ERlucT glycosylation luciferase reporter, 24 h; percent of 100 nM tunicamycin response; actives 0.23% (n = 360,000);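 active means mean luciferase reporter signal, scaled so untreated is 0 and the glycosylation-blocking control 100, at or above a set limit in every replicate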;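 further: luciferase carries N-glycosylation sites so blocking glycosylation raises the light; 0% = median of neutral control wells and 100% = median of 100 nM tunicamycin wells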
Cardio protect: modulators protecting cardiomyocytes from myocardial damage; H9c2 cardiomyocytes, H2O2 injury protection, ATPLite, 2 h; AID 588492; actives 0.63% (n = 360,000); protection from H2O2 cell death, % at 20 µM;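 active means compounds giving at least 50% protection of heart cells from peroxide-induced death in the single-dose screen, raw or plate-pattern-corrected value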;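 further: 0% = DMSO wells with peroxide and 100% = DMSO wells without peroxide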
ABCB6 inh 2: human ABCB6 transporter inhibition; K562-ABCB6 porphyrin accumulation, flow cytometry, 1 h; active compounds read low; fluorescence ratio to DMSO, % at 10 µM; actives 0.19% (n = 360,000);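 active means fluorescence ratio to DMSO below 75%, the collection mean minus 3 SD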;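 further: signal is porphyrin accumulated inside mitochondria; 100% equals median channel fluorescence of DMSO control wells; lower ratio means ABCB6 inhibition with less porphyrin fluorescence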
NCOA2 inhibitor: human SRC2 (NCOA2) inhibition. inhibition, % at 9 µM. HEK293 GAL4-SRC2 luciferase reporter, luminescence. actives 0.17% (n = 370,000). Q15596;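 active means inhibition above the mean inhibition of all tested compounds plus 3 SD, set per campaign, cut at about 52% in these data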;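 further: 0% = DMSO treated cells and 100% = cells given Gossypol at 36 µM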
An asterisk follows results filed as active; / = no result given. This is a subset (hit frequency here may not be typical).

Short keys: A = MC4R barr agon; B = TLR9-MyD88 inh; C = HTR2A ag; D = ABHD5-PLIN5 inh; E = NOD2 RIPK2 PPI; F = MC4R antag cAMP; G = N-glyco inh; H = Cardio protect; I = ABCB6 inh 2; J = NCOA2 inhibitor
Cc1ccc(Cl)cc1NC(=O)CC1NCCNC1=O (stereo not given)
  A = 0.8; B = 4; C = -1; D = 1; E = 6; F = 2; G = 2; H = -1; I = /; J = 21
OC(c1ccc(F)cc1)c1ncc(-c2cccc(C(F)(F)F)c2)[nH]1 (stereo not given)
  A = 1.9; B = /; C = -4; D = -5; E = -14; F = -9; G = -1; H = -8; I = 97; J = -25
COc1ccc(OC)c(C(=O)N(C[C@H]2CC[C@@H]([C@@H]3CC[C@H](CO)O3)O2)C(C(=O)NC(C)(C)C)c2ccc(-c3ccccc3)cc2)c1 (stereo not given in full)
  A = 0.4; B = -1; C = 0; D = 8; E = 2; F = 7; G = 2; H = 0; I = 96; J = -10
O=C(O)C(Cc1ccc(F)cc1)c1ccccc1 (stereo not given)
  A = 0.3; B = 0; C = 2; D = -11; E = -1; F = 8; G = -1; H = 0; I = 105; J = 0
C=CCOC(=O)C1=C[C@@H](c2ccccc2)C[C@@H](OCc2ccc(CO)cc2)O1
  A = 1.5; B = 6; C = 0; D = -10; E = -7; F = 2; G = -1; H = -8; I = 102; J = -8
COc1ccc(C(O)Cc2nccn2C)cc1 (stereo not given)
  A = 1.2; B = -1; C = 2; D = 4; E = -13; F = 19; G = 1; H = -3; I = 99; J = -19
CCN(C(=O)CSc1nc2n[nH]c(C)c2c(=N)n1-c1ccc(Cl)c(C)c1)c1cccc(C)c1
  A = 4.0; B = -9; C = 1; D = -4; E = -8; F = 21; G = -4; H = -10; I = 99; J = -12
CCOC(=O)C1(Cc2cccc(OC)c2)CCCN(C(=O)c2cc(CC(C)C)[nH]n2)C1 (stereo not given)
  A = 0.1; B = -1; C = 5; D = -2; E = -3; F = -1; G = /; H = -2; I = 97; J = -20
CCNC(=S)N1CCN(c2nc(-c3ccc(F)cc3)cs2)CC1
  A = -0.2; B = -3; C = -3; D = 8; E = -7; F = 6; G = -3; H = -15; I = 130; J = -8
CC(C)=CCN1CCN(Cc2ccc(Oc3ncccn3)cc2)CC1CCO (stereo not given)
  A = -3.3; B = -1; C = 0; D = 5; E = -7; F = 2; G = 1; H = 5; I = 97; J = -23
CCC(Sc1nc(C)cc(C)n1)C(=O)Nc1ccc(Cl)cn1 (stereo not given)
  A = -1.0; B = -9; C = 1; D = -5; E = 1; F = -9; G = -2; H = -22; I = 96; J = 4
Cc1ccc(NC(=O)COC(=O)c2ccc(CN3CCCC3=O)cc2)cc1C
  A = -3.1; B = 0; C = -3; D = 12; E = -3; F = 4; G = -1; H = -5; I = 98; J = 2
COc1ccc(NC(=O)COc2ccc(C(=O)c3ccc(F)cc3)cc2)cc1S(N)(=O)=O
  A = -3.0; B = 12; C = -4; D = -1; E = 0; F = 11; G = -2; H = -5; I = 100; J = -3
O=C(C1CCN(Cc2ccc(F)cc2)CC1)N(CCO)Cc1ccccc1
  A = 2.2; B = 0; C = 3; D = -2; E = -11; F = 16; G = 0; H = -2; I = 102; J = -7
COc1ccc(CC(=O)OCC(=O)N2CCCc3ccccc32)cc1OC
  A = -0.6; B = 2; C = -2; D = -2; E = -1; F = -1; G = -1; H = -4; I = 100; J = -45
CCOC(=O)N1CCC(N2CCN(c3ccccc3)CC2)CC1
  A = -1.2; B = -3; C = 12; D = -1; E = -5; F = -1; G = 0; H = -6; I = 101; J = -4
COc1cc2c(cc1OC)CN(C(=O)c1nn(Cc3ccccc3)c(=O)c3ccccc13)CC2
  A = -1.9; B = -11; C = 0; D = -8; E = -14; F = 6; G = 2; H = 16; I = 92; J = -6
O=C(CNC(=O)c1ccc(Br)o1)NCc1ccc(Cl)cc1
  A = -0.8; B = -7; C = 0; D = 12; E = -13; F = 10; G = 2; H = 3; I = 98; J = -17
N#CN=C(c1ccccc1)c1ccccc1
  A = -0.2; B = 2; C = -3; D = -12; E = -1; F = 3; G = 2; H = -13; I = 95; J = -7
COc1cc2c(C(=O)NCCCN3CC(C)CC(C)C3)cn(CC(C)C)c(=O)c2cc1OC (stereo not given)
  A = -0.4; B = -11; C = 0; D = 4; E = -1; F = -5; G = 2; H = 2; I = 88; J = -12
COC(=O)c1c(NC(=O)c2ccoc2C)sc2c1CCC2
  A = -1.2; B = 6; C = 0; D = 5; E = 3; F = 8; G = 1; H = -1; I = 98; J = -16
COc1ccc(OC)c(S(=O)(=O)N2CCC(C(=O)NC(C)c3ccccc3)CC2)c1 (stereo not given)
  A = -2.6; B = -5; C = -1; D = 3; E = 6; F = 5; G = 1; H = 2; I = 98; J = 2
COC1(c2ccccc2)NC(=S)NN=C1c1ccccc1 (stereo not given)
  A = 0.7; B = -9; C = 2; D = -2; E = -4; F = 2; G = 0; H = -1; I = 100; J = -8
Cc1nn(-c2ccccc2)c2sc(-c3n[nH]c(=S)o3)cc12
  A = 4.4; B = -15; C = 11; D = -2; E = -3; F = 9; G = 0; H = -7; I = 100; J = -11
Cc1n[nH]c(C)c1CCN(C)Cc1cn(C)nc1-c1ccccc1F
  A = -0.1; B = 1; C = -2; D = 5; E = -1; F = 10; G = 2; H = 14; I = 97; J = 5

Ordered by value in HTR2A ag (ascending): some entries from above.
smiles	MC4R barr agon	TLR9-MyD88 inh	HTR2A ag	ABHD5-PLIN5 inh	NOD2 RIPK2 PPI	MC4R antag cAMP	N-glyco inh	ABCB6 inh 2	NCOA2 inhibitor
Cc1ccc(NC(=O)COC(=O)c2ccc(CN3CCCC3=O)cc2)cc1C	-3.1	0	-3	12	-3	4	-1	98	2
C=CCOC(=O)C1=C[C@@H](c2ccccc2)C[C@@H](OCc2ccc(CO)cc2)O1	1.5	6	0	-10	-7	2	-1	102	-8
O=C(O)C(Cc1ccc(F)cc1)c1ccccc1 (stereo not given)	0.3	0	2	-11	-1	8	-1	105	0

Next section:
Short keys: A = MC4R barr agon; B = TLR9-MyD88 inh; C = HTR2A ag; D = ABHD5-PLIN5 inh; E = NOD2 RIPK2 PPI; F = MC4R antag cAMP; G = N-glyco inh; H = Cardio protect; I = ABCB6 inh 2; J = NCOA2 inhibitor
C=CCn1c(SCC2=C(C(=O)OCC)C(C)NC(=O)N2)nnc1C1CCCCC1 (stereo not given)
  A = -0.6; B = 7; C = 4; D = 3; E = -6; F = 11; G = 1; H = 12; I = 98; J = 5
Cc1ccc(C(=O)c2ccc([N+](=O)[O-])cc2)cc1C
  A = -0.9; B = -4; C = 1; D = -7; E = 4; F = 1; G = -3; H = -5; I = 97; J = 12
COC(=O)c1ccc(NC(=O)c2ccccc2N(C)S(C)(=O)=O)cc1
  A = -0.9; B = -1; C = -3; D = -5; E = 0; F = 2; G = 7; H = -2; I = 99; J = -26
Cc1ccc(N/N=C/c2ccc(N3CCOCC3)cc2)cc1C
  A = -1.8; B = -1; C = -2; D = -1; E = 2; F = 5; G = 3; H = -5; I = 116; J = -56
CCN(CC)S(=O)(=O)c1ccc2c(c1)nc(SCn1nnc3ccccc3c1=O)n2CC
  A = -2.4; B = 1; C = -6; D = -5; E = 11; F = -7; G = -4; H = 3; I = 90; J = -13
O=C1c2cccnc2C(=O)N1Cc1ccc(S(=O)(=O)N2CCOc3ccccc32)cc1
  A = -1.5; B = 2; C = -2; D = -1; E = 13; F = 3; G = -3; H = -4; I = 94; J = -11
COc1ccc(-c2c(C)nn3c(N4CCN(Cc5ccccc5)CC4)cc(C)nc23)cc1OC
  A = 0.3; B = -2; C = -2; D = -6; E = -7; F = -3; G = 1; H = 36; I = 97; J = 12
COc1cc(C(=S)N2CCC(C)CC2)ccc1O
  A = -1.1; B = -6; C = 2; D = -3; E = -9; F = -2; G = 0; H = 8; I = 99; J = -2
CC(=O)N(CCCCN1C(=O)c2ccccc2C1=O)c1ccc(C)cc1
  A = -0.2; B = 1; C = -4; D = -5; E = -5; F = -1; G = 3; H = 22; I = 91; J = 3
CCCn1nnnc1NCc1ccccc1F
  A = 0.6; B = -14; C = 10; D = -1; E = 6; F = -1; G = 1; H = 2; I = 99; J = -8
CCCc1cc(=O)[nH]c(SCC(=O)N(C)CC(=O)Nc2ccc(F)cc2)n1
  A = -0.5; B = -11; C = 3; D = -13; E = -1; F = 5; G = 1; H = -3; I = 110; J = -20
Cc1cc(C(=O)N/N=C/c2ccc(-c3cccc([N+](=O)[O-])c3)o2)n[nH]1
  A = -1.7; B = -10; C = 4; D = 4; E = -1; F = -20; G = 1; H = 7; I = 100; J = -10
O=C(Oc1ccc(-c2ccccc2)cc1)C1C2CCCCC21 (stereo not given)
  A = -0.5; B = -6; C = -1; D = -2; E = -4; F = 9; G = 0; H = -6; I = 102; J = -1
O=C1CC2(CCN(C(=O)c3ccc([N+](=O)[O-])cc3)CC2)Oc2ccccc21
  A = 4.1; B = -4; C = 9; D = -2; E = -5; F = 18; G = 0; H = -1; I = 100; J = -14
COc1ccc(-n2c(SCC(=O)NC3CCCCC3)nc3ccsc3c2=O)cc1
  A = -1.5; B = 8; C = 3; D = 2; E = -3; F = 18; G = 1; H = 10; I = 103; J = 13
CN(Cc1ccccc1)C(=O)COC(=O)COc1ccc(C#N)cc1
  A = -2.7; B = -5; C = 5; D = -3; E = -5; F = 10; G = 2; H = 6; I = 102; J = -3
COc1ccc(/C=C/CN2CCCC(CCC(=O)NCc3ccc(F)c(F)c3)C2)cc1 (stereo not given)
  A = -1.2; B = -7; C = -8; D = 0; E = 2; F = 2; G = 1; H = 5; I = 104; J = -12
CN(CC(=O)Nc1ccccc1Br)C(=O)c1ccccc1Sc1ccccc1C#N
  A = -1.5; B = -5; C = -8; D = -6; E = 6; F = 4; G = -3; H = 0; I = 98; J = -13
CCCCn1c2ccccc2c2cc(CC(N)=O)ccc21
  A = -1.1; B = 3; C = 1; D = -2; E = -2; F = 1; G = -3; H = -4; I = 102; J = -19
CCc1nnc(NC(=O)c2cccnc2)s1
  A = -0.2; B = -4; C = -3; D = 1; E = -4; F = 1; G = 3; H = 4; I = 105; J = -10
CCc1ccc(OCC(=O)N(CC)CC)cc1
  A = -2.7; B = -4; C = 5; D = 0; E = 0; F = 9; G = 1; H = -2; I = 92; J = -37
C/C=C1\COC(C(=O)NCCN2CCCC2)(C(F)(F)F)C=C1C=C1CCCCC1 (stereo not given)
  A = -0.4; B = -1; C = -8; D = 6; E = -5; F = 6; G = -2; H = -5; I = 90; J = -3
Cn1c(CNC2CCCCC2)c(C#N)c2ccccc21
  A = -0.6; B = 4; C = -2; D = -3; E = 9; F = 2; G = 0; H = 2; I = 78; J = -32
O=C(O)CCC(=O)N1CCC(n2nnc3cc(C(F)(F)F)ccc32)CC1
  A = -1.8; B = -8; C = -2; D = -3; E = 3; F = -5; G = -1; H = 8; I = 98; J = -20
O=C(NCc1cccnc1)c1cc(C2CCCCN2S(=O)(=O)Cc2ccccc2)on1 (stereo not given)
  A = 0.5; B = /; C = 2; D = 0; E = -12; F = 2; G = 0; H = -6; I = 95; J = -14
COc1ccccc1C(=O)NNC(=O)c1cc2ccccc2cc1O
  A = -1.1; B = 1; C = 3; D = 9; E = 3; F = -3; G = -4; H = 30; I = 98; J = -35

Assay outcomes deposited in PubChem BioAssay by several laboratories.
